Bioassay records: PubChem, Broad Institute
E-sel inducer = E-selectin induction in HUVECs, primary screen, imaging, HUVEC, immunofluorescence imaging, single point; normalized: neutral wells 0, TNF-alpha wells 100; activation, % at 7.58 µM; hit rate 0.37% among 260,000; AID 686992, 2013;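 active = mean E-selectin-positive cell signal at least 10% of the positive control, reached in at least 60% of replicates, without over 20% cell loss; inconclusive = no rule given, readout overlaps actives, possibly toxicity-flagged; inactive = the rest, including those meeting only one limit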;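 note: in these data hits start at about 27%; measured in HUVEC primary endothelial cells; signal is the percent of cells scored E-selectin positive by PE staining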
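Material: HUVEC primary endothelial cells; Amount: 3,000 cells per well; Dosing: single concentration; Medium: EGM-2 growth medium on 0.1% gelatin-coated wells; Read-out basis: percent E-selectin-positive cells; Signal: immunofluorescence imaging; Control set: TNF-alpha, DMSO.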
GSIS activator = GLuc luminescence reporter in INS-1E cells, primary screen for activators of glucose-dependent secretion of insulin. hit rate 0.61% among 370,000. INS-1E GLuc reporter insulin secretion, 2-3 h. activation, % at 16.6 µM;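 active = lowest replicate activation of at least 40%, so every replicate reaches that level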;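 note: 0% = median of neutral control wells and 100% = median of IBMX positive control wells; some compounds called inactive have numbers as strong as hits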
RAD54 branch = inhibitors of human RAD54 branch migration, primary screen, biochemical, fluorescence, single point; AID 602329, 2012; hit rate 0.14% among 360,000; inhibition, % at 10.4 µM; RAD54 Holliday junction branch migration, FAM/BHQ fluorescence; DNA repair and recombination protein RAD54-like (Homo sapiens), Q92698;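 active = mean normalized replicate activity at least 40 and at least half of replicates scoring 40 or more; inconclusive = only one of the two criteria met; inactive = mean below 40 and under half of replicates reaching 40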;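 note: 0% = median of neutral control wells and 100% = median of positive control wells; inhibitors cause a drop in the FAM fluorescence signal; in these data hits start at about 50%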
DENV2 CPE = inhibitors of DENV2 cytopathic effect, primary screen, cell-based, plate reader, single concentration | CPE inhibition, % at 9.99 µM | DENV2-infected cells, cytopathic effect rescue | hit rate 1.7% among 350,000; in the data active = CPE inhibition above about 20%, passing the limit was not always enough; inconclusive = no clear call, values can overlap the other calls; tested in BHK-21 cells;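 note: 0% = median of neutral control wells and 100% = median of positive control wells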
F508del corr = F508del CFTR correction, initial screen, CFBE line, single point; hit rate 0.36% among 350,000; AID 720511, 2013; CFBE cells, YFP halide quenching; stimulated with forskolin plus potentiator P3; % fluorescence drop versus neutral controls; activity (quench increase), % at 7.58 µM;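 active = mean added fluorescence quench of at least 8% versus neutral control, with both replicates also reaching 8%; inconclusive = only one of the mean or replicate conditions met; inactive = mean below 8% and not both replicates reaching 8%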;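 note: cells transiently co-express mutant CFTR-F508del with the halide-sensitive YFP; corrector assay measuring rescue of mutant channel to the surface after 24 h compound exposure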
Casp6 inh = human caspase-6 inhibitors, primary screen, biochemical, VEID-R110 fluorescence, single point, set 2 | P55212 | purified caspase-6, Z-VEID-R110 cleavage fluorescence | inhibition, % at 12.5 µM | hit rate 0.53% among 350,000 | AID 686996, 2013;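 active = mean inhibition across replicates at least about 35%, with every replicate also reaching that limit, limit read from the data; inconclusive = only one of the two criteria met; inactive = neither criterion met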;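 note: 0% = median of neutral control wells and 100% = no fluorescence left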
Target sequence (P55212 24-179 limits assumed): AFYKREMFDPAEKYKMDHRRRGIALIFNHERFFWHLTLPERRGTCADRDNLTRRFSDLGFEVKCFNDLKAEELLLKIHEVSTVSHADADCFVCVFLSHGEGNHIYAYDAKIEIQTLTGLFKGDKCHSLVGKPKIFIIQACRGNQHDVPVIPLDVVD
Target sequence (P55212 194-293 limits assumed): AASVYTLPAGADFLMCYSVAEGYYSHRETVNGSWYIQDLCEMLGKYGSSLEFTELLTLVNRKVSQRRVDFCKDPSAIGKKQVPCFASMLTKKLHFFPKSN
XiGFP reactiv = activators of inactive X chromosome reactivation, primary screen, imaging, XiGFP fibroblasts, GFP high-content imaging, set 2. XiGFP mouse fibroblasts, % GFP-positive cells imaging, 3 d; cells co-treated with 5-aza-dC sensitizer; scaled so ellipticine positive control = 100%. activation, % at 7.58 µM. hit rate 0.055% among 360,000;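 active = mean normalized replicate activation at least 10% and every replicate at or above 10%; inconclusive = only one of the two criteria met; inactive = mean below 10% and not all replicates reach 10%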;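 note: 0% = median of on-plate neutral control wells and 100% = ellipticine 6 µM median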
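System: XiGFP fibroblasts, SV40-immortalized. Medium: DMEM plus 5-aza-dC sensitizer. Doses: single point. Timing: 3 d treatment, 15 min room-temperature fixation. Control set: ellipticine 6 µM.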
RAD52 anneal inh = RAD52 DNA annealing inhibitors, primary screen, biochemical, FRET, single point, set 2. DNA repair protein RAD52 homolog (Homo sapiens), P43351. hit rate 0.46% among 360,000. recombinant RAD52 DNA annealing, FRET fluorescence. inhibition, % at 18.7 µM;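 active = every replicate showing at least 50% inhibition; inconclusive = mean inhibition at least 50% but not in every replicate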
Target sequence (P43351 whole entry, looked up): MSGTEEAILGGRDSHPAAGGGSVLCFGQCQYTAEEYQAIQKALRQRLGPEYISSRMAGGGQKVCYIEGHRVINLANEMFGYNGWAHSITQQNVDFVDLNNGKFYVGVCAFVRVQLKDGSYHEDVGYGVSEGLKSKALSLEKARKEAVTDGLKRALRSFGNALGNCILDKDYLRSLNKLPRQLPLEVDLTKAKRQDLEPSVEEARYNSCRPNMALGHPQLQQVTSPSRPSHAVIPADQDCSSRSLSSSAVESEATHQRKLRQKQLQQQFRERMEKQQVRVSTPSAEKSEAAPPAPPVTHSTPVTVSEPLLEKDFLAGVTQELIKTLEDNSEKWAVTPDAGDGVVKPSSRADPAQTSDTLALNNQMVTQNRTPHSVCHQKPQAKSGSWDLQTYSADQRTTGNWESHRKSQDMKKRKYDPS
* = called active by the depositor; ? = inconclusive; . = no result given.

The line under a structure holds: E-sel inducer	GSIS activator	RAD54 branch	DENV2 CPE	F508del corr	Casp6 inh	XiGFP reactiv	RAD52 anneal inh
- CC(=O)N1CCOc2cc(S(=O)(=O)NC(C)c3ccccc3)c(Cl)cc21 (stereo not given)
 : .	.	-7	-4	-4.7	0	-0.1	-4
- CC(=O)NC(Cc1ccc(F)c(F)c1)C(=O)NC1CCN(C(=O)c2ccc(Cl)cc2)CC1 (stereo not given)
 : .	7	2	11	-0.9	-5	0.0	-20
- CC(OC(=O)c1cccc(-n2cnnn2)c1)C(=O)N(C)c1ccccc1 (stereo not given)
 : 0.0	12	7	8	-0.4	-2	0.0	-1
- Cc1ccc2cc(C3CC(c4ccco4)=NN3C(=O)CCCC(=O)O)c(Cl)nc2c1 (stereo not given)
 : 0.6	-4	1	.	-0.8	7	0.0	-1
- O=C(COc1ccccc1Cl)Nc1cc(Cl)ccc1O
 : .	0	.	.	-4.8	-3	0.0	-39
- CC(C)[C@H](NC(=O)[C@@H](N)Cc1ccccc1)C(=O)N1CCC2CCN(Cc3ccccc3)CC21 (stereo not given in full)
 : -0.1	1	.	2	2.4	34	0.1	-56
- CCCC(=O)Nc1nc2ccc(S(=O)(=O)N3CCCCC3)cc2s1
 : 0.6	-7	-6	-4	6.5	2	0.5	-5
- O=c1[nH]c(Cc2ccc(F)cc2)nc2scc(-c3ccc(F)cc3)c12
 : 2.5	.	7	12	-3.1	-5	0.0	-13
- CCC(=O)Nc1ccc2c(c1)OC[C@H](C)N(CCC(F)(F)F)C[C@@H](C)[C@@H](OC)CN(C)C2=O
 : -0.1	-6	4	-11	.	-3	0.3	15
- O=C(/C=C/c1ccccc1)NC(=S)N1CCSCC1
 : -3.6	-1	.	-14	-1.7	-2	0.1	-2

(further entries)
The line under a structure holds: E-sel inducer	GSIS activator	RAD54 branch	DENV2 CPE	F508del corr	Casp6 inh	XiGFP reactiv	RAD52 anneal inh
- COC(=O)c1ccc(CNC(=O)CN2C(=O)NC(Cc3ccccc3)(c3ccccc3)C2=O)cc1 (stereo not given)
 : -0.1	.	-1	-1	1.1	1	0.0	9
- CN(C(=O)c1cnccn1)c1c(N)n(Cc2ccccc2)c(=O)[nH]c1=O
 : 0.3	-7	-4	0	1.0	-2	0.1	-7
- Cc1cc(NC(=O)c2ccc(Cl)cc2)c(C)cc1O
 : .	-2	.	-1	-2.4	1	0.4	7
- COc1ccc(S(=O)(=O)NNC(=S)NCCc2ccccc2)c(OC)c1
 : 0.2	-13	11	-7	0.3	1	0.4	-20
- N#C[C@H]1[C@H](c2ccccc2-c2cccc(F)c2)[C@H](CO)N1C(=O)CN1CCOCC1
 : 0.0	5	.	-2	2.4	-1	0.0	-8
- CCOC(=O)c1ccc(S(=O)(=O)Nc2ccccc2-c2nnn(CC)n2)cc1
 : .	-9	-15	-1	2.2	-2	.	-20
- O=C(C[C@@H]1C[C@@H]2c3cc(NC(=O)NC4CCCC4)ccc3O[C@@H]2[C@@H](CO)O1)NCc1ccc2c(c1)OCO2
 : 1.6	16	0	2	0.3	1	0.1	-4
- COCc1c(C(=O)Nc2ccc(C)c(S(=O)(=O)N3CCOCC3)c2)oc2ccccc12
 : -0.2	-13	3	10	-1.2	0	0.2	-40
- COc1ccc2c3c(n(C)c2c1)[C@H](CO)N(Cc1ccc2c(c1)OCO2)CC31CN(C(=O)C2CC2)C1
 : -0.4	-17	.	-6	0.5	3	0.2	10
- O=C(N/N=C/c1cccnc1)c1sc2ccccc2c1Cl
 : -0.2	8	-10	-2	0.0	-1	0.0	-7

Later entries
The line under a structure holds: E-sel inducer	GSIS activator	RAD54 branch	DENV2 CPE	F508del corr	Casp6 inh	XiGFP reactiv	RAD52 anneal inh
- CN(Cc1cccc(F)c1)C(=O)CSc1nnc(C2CC2)n1C1CC1
 : .	31	4	-9	3.3	2	0.1	-7
- COc1ccc(OC)c(NC(=S)NC(=O)c2ccc(Br)o2)c1
 : -0.8	-17	-11	-2	1.7	-2	0.2	-10
- CC(C)NC(=O)Cn1cc(S(=O)(=O)N2CCCC2)c(S(=O)(=O)N2CCCC2)c1
 : .	4	5	-10	2.3	0	0.1	-12
- O=C1/C(=C/c2ccc(O)c(O)c2)Oc2cc(O)ccc21
 : .	4	3	4	3.5	30	.	-234
- C=C(CN(C)C)C(=O)c1ccc(C)cc1C
 : .	-32	.	-15	-0.5	1	0.0	-6
- Cc1cn([C@H]2C[C@H](O)[C@@H](/C=C/C(=O)NCCN3CCCCC3)O2)c(=O)[nH]c1=O
 : 0.2	4	9	-4	-5.1	10	-0.1	-20
- O=C(C1CCCC1)N1CC2(C1)[C@H](c1ccccc1)[C@@H](CO)N2Cc1cncnc1
 : 0.0	9	.	-3	1.1	.	0.3	-2
- CCCCN1C(=O)N(c2nnc(C(C)(C)C)s2)C(O)C1c1ccc(C)cc1 (stereo not given)
 : 1.7	.	.	-2	-0.5	0	-0.1	-7
- N=C1C(c2nc3ccccc3s2)=C(O)CN1CCCO
 : .	-1	11	.	.	2	.	-13
- CCOC(=O)c1c(C)[nH]c(C(=O)C(C)OC(=O)c2ccc(NC(=O)CC#N)cc2)c1C (stereo not given)
 : -0.2	7	-3	6	4.1	2	0.0	-68

More compounds follow.
The line under a structure holds: E-sel inducer	GSIS activator	RAD54 branch	DENV2 CPE	F508del corr	Casp6 inh	XiGFP reactiv	RAD52 anneal inh
- CC1CCN(S(=O)(=O)c2ccc(NC(=O)c3ccco3)cc2)CC1
 : .	-2	.	-3	-5.1	.	0.0	-10
- COc1cccc(CN2CCN(Cc3c(C)nn(C(C)C)c3C)CC2CCO)c1 (stereo not given)
 : .	8	-12	12	0.9	1	0.0	-15
- COc1ccc(NC(=O)Nc2ccc3c(c2)[C@@H]2C[C@H](CC(=O)N[C@@H](C)c4ccccc4)O[C@H](CO)[C@@H]2O3)cc1
 : 12	-2	.	6	1.5	-1	0.6	12
- O=C(Nc1nnc(Cc2ccccc2)s1)c1cccnc1
 : .	.	.	1	1.7	-1	0.0	2
- CCOC(=O)/C(C#N)=C/c1cc2ccccc2nc1Cl
 : .	-8	0	-1	-0.1	2	.	-24
- Cc1ccccc1-c1nc(CN2CCSCC2)c(C)o1
 : .	-13	-6	.	0.7	-1	0.3	-12
- COc1ccc(CN2CCNC(=O)C2CC(=O)NCCC2=CCCCC2)cc1OC (stereo not given)
 : .	-7	.	8	0.6	1	-0.1	-9
- C[C@H]1CN([C@@H](C)CO)C(=O)c2cc(C#CC(C)(C)O)cnc2O[C@@H]1CN(C)C(=O)CC1CC1
 : -0.2	15	-1	-1	-1.9	-1	-0.7	2
- CCCCC(=O)Nc1c2c(nn1-c1ccc(C)cc1)CS(=O)(=O)C2
 : .	24	7	8	-0.3	2	0.0	-1
- Cc1ccc(S(=O)(=O)N2CCN(C(=O)CCn3cncn3)CC2)cc1
 : 1.2	15	-1	-3	2.7	-2	0.0	-10

Further entries follow.
The line under a structure holds: E-sel inducer	GSIS activator	RAD54 branch	DENV2 CPE	F508del corr	Casp6 inh	XiGFP reactiv	RAD52 anneal inh
- CCCNC(=O)Nc1cccc(NC(C)=O)c1
 : 4.7	12	1	2	0.0	7	0.0	-2
- O=C1CC(NS(=O)(=O)c2ccc([N+](=O)[O-])cc2)CN1c1cccc(F)c1 (stereo not given)
 : -0.8	-7	1	?	-2.8	6	0.0	-3
- NC(N)=NS(=O)(=O)c1ccc(N)cc1
 : 1.2	4	-19	3	0.8	-4	0.0	-17
- Cc1cc(NC(=O)COC(=O)c2ccco2)no1
 : 8.6	-4	.	8	0.2	2	0.2	-14
- Cc1ccc(OCCC(=O)OCC(=O)NC(=O)NCc2ccccc2)cc1
 : .	22	.	-8	2.3	-1	0.0	-3
- O=C(COC(=O)CN1C(=O)c2ccccc2C1=O)NC1CCCC1
 : .	9	1	-1	0.3	.	0.0	-3
- COc1ccccc1OCc1ccc(C(=O)NCC(C)C)o1
 : .	13	.	0	2.1	-2	0.0	2
- C[C@@H]1CN([C@@H](C)CO)C(=O)Cc2cc(NS(=O)(=O)c3ccccc3)ccc2O[C@H]1CN(C)Cc1ccc(C(F)(F)F)cc1
 : 0.3	-24	-3	3	-4.0	17	0.0	9
- O=C(OCCc1cc2ccccc2c(=O)o1)c1cccc(Br)c1
 : 0.0	11	0	-15	-2.4	-5	0.0	-10
- O=C(O)CCCC(=O)NNC(=O)c1cccc(Br)c1
 : .	-11	2	1	-1.6	2	0.0	-5

The list goes on.
The line under a structure holds: E-sel inducer	GSIS activator	RAD54 branch	DENV2 CPE	F508del corr	Casp6 inh	XiGFP reactiv	RAD52 anneal inh
- CCOC(=O)CCNC(=O)c1ccc2nc(C3CCCCC3)oc2c1
 : .	-4	3	10	0.4	0	-0.1	-54
- Cc1ccc(N/N=C(\C#N)C(=N)N2CCCCCC2)cc1
 : 6.8	-9	.	18	2.0	3	0.0	-9
- COc1cc(/C=N/NC(=O)CC(=O)NC2CCCCC2)ccc1O
 : 0.5	-8	-6	10	0.7	-2	-0.1	1
- Cc1ccc(NC(=O)CN2CCCCC2)c2c1CC(C)(C)O2
 : .	6	.	.	-4.8	3	0.0	-15
- Cc1ccc2c(c1)N(CC(=O)NCCCc1ccccc1)C(=O)c1cccnc1O2
 : 0.2	-17	0	-6	0.4	1	0.3	-3
- COC(=O)C1CN(C(=O)COc2cc(C)cc(C)c2)c2ccccc2O1 (stereo not given)
 : 0.2	3	-5	-1	3.5	-1	0.0	-8
- CN1CCN(c2ccc(CNC(=O)C3Cc4c(-c5ccc(Cl)cc5)ccnc4O3)cc2)CC1 (stereo not given)
 : 0.9	.	?	?	-0.3	2	0.2	43
- COc1ccc2c3c(n(C)c2c1)[C@@H](CO)N(C(=O)CN(C)C)CC31CCN(Cc2cncnc2)CC1
 : 0.0	13	.	14	-1.1	-1	0.0	50
- CO[C@H]1CN(C)C(=O)c2cc(NS(=O)(=O)c3ccc(Cl)cc3)ccc2OC[C@H](C)NC[C@H]1C
 : -0.2	10	8	9	1.0	1	0.0	-1
- C=CCNC(=O)C1CC(=O)N(c2ccc(C)cc2)C1 (stereo not given)
 : -0.1	-6	10	4	0.3	1	0.3	-4
